# Screening data as filed in PubChem BioAssay.
# Myeloid diff 2 = promotes myeloid progenitor differentiation; AID 624256; 360,000 tested, 1% active; ER-HoxA9 myeloid progenitors, lysozyme-GFP differentiation, flow cytometry; calls only at 10 µM;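 active = normalized GFP-positive differentiation at or above the plate's own cutoff, the solvent-only control mean plus 3 SD; inconclusive = no clear call, values can overlap the other calls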;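 also: cells exposed to compound for four days before flow analysis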
# Siah-1 displacement = Siah-1 peptide-binding antagonists, primary screen, biochemical, fluorescence polarization, rhodamine-plectin, uHTS (AID 1817); one-dose displacement, % at 20 µM; IC50 in µM for titrated hits; 290,000 tested, 0.02% active; Siah-1 / rhodamine-plectin peptide fluorescence polarization; higher % means a stronger effect;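 active = displacement of at least 50% at 20 µM, with a fluorescence ratio check between 0.3 and a set limit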;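 also: plate controls were Siah plus tracer with DMSO for no effect and tracer alone without Siah for full effect; strong numbers were not always called active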
# XIAP displacement = XIAP antagonists, biochemical, IAP family, fluorescence polarization (AID 1018); XIAP BIR domain, fluorescence polarization peptide displacement; higher % means a stronger effect; 200,000 tested, 0.007% active; displacement, % at 20 µM; hits with a dose series show IC50 in µM; in the data active = displacement above about 50%; also: a part of the inactive calls stands beside numbers as strong as those of hits
# TNAP activators = human TNAP enzyme activators, primary screen, biochemical, luminescent, no phosphate acceptor, uHTS (AID 1001); purified TNAP, luminescent activation assay, no phosphate acceptor; higher activation fold means a stronger effect; one-dose activation fold at 20 µM; EC50 in µM for titrated hits; 200,000 tested, 0.03% active; in the data active = activation fold from about 3, or a potency from the dose series; inactive = the rest, 99 in 100 with activation fold below about 1.6; also: many of its hits are not listed in these tables
# human PMI inhibitors = MPI inhibition at elevated mannose 6-phosphate – biochemical, fluorescence intensity, high mannose 6-phosphate, primary screen (AID 1220); recombinant PMI enzyme, coupled fluorescence intensity; higher % means a stronger effect; inhibition, % at 20 µM, or IC50 in µM where a hit was titrated; 190,000 tested, 0.66% active
# WT yeast gro inh = growth inhibition of WT yeast, mitochondrial fusion screen. 190,000 tested, 2.1% active. inhibition, % at 10 µM. AID 1362. mitochondrial fusion phenotypic screen, WT strain; in the data active = inhibition above about 58%; tested in S. cerevisiae
# RSV antiviral HEp-2 = RSV antiviral activity via CPE protection, HEp-2 cells, primary 10 µM value included (AID 2391); CPE inhibition, % at 10 µM; hits with a dose series show IC50 in µM; HEp-2 cells, RSV-induced CPE inhibition; higher % means a stronger effect; 310,000 tested, 0.13% active; in the data active = a potency from the dose series; inconclusive = CPE inhibition mostly from about 23% at the one dose, without a potency; inactive = the rest, 99 in 100 with CPE inhibition below about 21%; also: strong numbers were not always called active
# human PMI inhibition = MPI enzyme activity inhibition – biochemical, fluorescence intensity, coupled assay, primary screen (AID 1209) | 190,000 tested, 0.42% active | purified PMI enzyme, coupled fluorescence intensity; higher % means a stronger effect | inhibition, % at 20 µM; hits with a dose series show IC50 in µM;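 also: plate controls were DMSO vehicle for no effect and wells lacking substrate for full effect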
# Salmonella PhoP GFP = inhibitors of PhoP regulon expression, primary screen, Salmonella Typhimurium, GFP reporter (AID 1863); inhibition, % at 50 µM; hits with a dose series show IC50 in µM; 300,000 tested, 0.16% active; S. Typhimurium PhoP-regulated promoter GFP reporter, 4 h; higher % means a stronger effect;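 active = inhibition over 29.93%, a cutoff 3 SD above the screen mean, later confirmed by dose response; inconclusive = inhibition over 29.93% but no dose response follow-up; inactive = inhibition at most 29.93% or unconfirmed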;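 also: 0% = low Mg2+ inducing control and 100% = high Mg2+ repressing control; strong numbers were not always called active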
# WT yeast gro inh mutant strain = recorded beside WT yeast gro inh, whose call it bears; inhibition, %; mitochondrial fusion phenotypic screen, mutant strain inhibition
# Myeloid diff 2 GFP+ MAC1+ % = recorded beside Myeloid diff 2, whose call it bears; GFP+ MAC1+ double positive, %; measured here: differentiation confirmed by MAC1 staining
# * marks the source's active call; other numbers are inactive results; i = inactive; ? = inconclusive; · = no result given; + = active, no number. Rule as the data show it, unless noted: active = inhibition above about 50%; inactive = the rest.
SMILES,Myeloid diff 2,Myeloid diff 2 GFP+ MAC1+ %,Siah-1 displacement,XIAP displacement,TNAP activators,human PMI inhibitors,WT yeast gro inh,WT yeast gro inh mutant strain,RSV antiviral HEp-2,human PMI inhibition,Salmonella PhoP GFP
CN(C)C(=S)Nc1ccc(Br)c(Cl)c1,i,1.5,10%,·,·,·,·,·,19%,·,-8%
NC(=O)C1CCN(C(c2ccccc2Cl)c2nnnn2Cc2ccc3c(c2)OCO3)CC1 (stereo unspecified),i,0.7,5%,-1.1%,1.2,-6%,-5,-2,0.6%,-14%,-2%
O=C(CSc1nnc(-c2ccccc2Cl)o1)Nc1ccc2c(c1)OCCO2,i,0.4,5%,-1.5%,1,-1%,-12,-6,4.2%,5%,3%
N#C/C(=C\c1ccc(-c2ccc([N+](=O)[O-])cc2)o1)C(=O)Nc1nc(-c2cccs2)cs1,+,3.5*,9%,·,·,·,·,·,2.4%,·,3%
Cc1ccc(C)c2c(N)c3c(nc12)CCCCC3 (tested in a mixture with another compound),i,0.2,-3%,-8.6%,1.1,7%,10,17,-1.0%,-6%,-4%
O=C(CCC(=O)Nc1ccc(F)cc1)N/N=C/c1ccncc1,i,0.1,2%,-4.7%,1.3,12%,-5,7,1.6%,3%,-5%
O=C(CCC1COc2ccccc2O1)NCC1COc2ccccc2O1 (stereo unspecified),i,1.1,0%,-18%,1,20%,25,-1,-0.5%,15%,7%
CCc1c(C(=O)NN2C(=O)C3CCCCC3C2=O)csc1C (stereo unspecified),i,1.1,3%,-5.4%,1,-5%,-5,-3,1.8%,-4%,-3%
CCOC(=O)c1sc(NC(=O)C(CC)Sc2nccn2C)nc1C (stereo unspecified),?,·,5%,-5.7%,1,4%,11,1,2.6%,-1%,-1%
O=C(Cc1cccc2ccccc12)N1CCCc2ccccc21,i,0.6,0%,-6.2%,1.1,19%,6,10,7.1%,13%,6%
O=C(/C=C/c1ccc(Cl)cc1Cl)N1CCc2ccccc21,i,0.5,10%,-2.2%,1,-2%,2,16,2.0%,3%,-14%
O=C(COc1ccc(Cl)cc1)N1CCCC1,i,0.2,-2%,-7.9%,1.1,-8%,-16,6,2.0%,-6%,3%
Cc1cc(N2C(=O)CC(N3CCN(C(c4ccccc4)c4ccccc4)CC3)C2=O)no1 (stereo unspecified),i,0.6,6%,-1.9%,1.1,0%,16,54,1.9%,3%,-1%
C/C(=N\NC(=O)C1CC1c1ccccc1)c1cccc([N+](=O)[O-])c1 (stereo unspecified),i,0.8,2%,-3.3%,1,-10%,7,3,1.4%,-15%,20%
Nc1nnnn1/N=C/c1ccccc1OCc1ccc(Cl)cc1,i,0.5,10%,-3.2%,1,8%,-34,-1,0.4%,9%,3%
COc1nc(C)nc2c1sc1nc3c(cc12)COC(C)(C)C3,i,0.3,0%,-5.3%,1.2,-4%,16,27,-0.7%,3%,2%
Cc1cccc(NC(=O)CSc2nc3[nH]ncc3c(=O)n2-c2ccccc2)c1,·,·,1%,-5.3%,1.5,14%,-5,-1,1.4%,10%,3%
COCNc1nc(OCC#N)nc(N(C)C)n1,i,0.7,0%,-4.6%,1.1,3%,5,6,-0.1%,3%,4%
Cc1nc(SC2CCOC2=O)c2c(C)c(C)sc2n1 (stereo unspecified),i,1.3,0%,-3.9%,1,9%,10,8,1.8%,3%,-1%
O=[N+]([O-])c1cccc(-c2ccn[nH]2)c1,i,0.4,2%,·,·,·,·,·,0.8%,·,-4%
CCOC(=O)CSc1nc(-c2ccccc2)ns1,i,0.3,11%,1.4%,1.2,0%,20,-5,2.4%,18%,7%
CCOC(=O)Cn1nc(C)n(-c2ccc(Cl)cc2)c1=O,i,0.5,9%,-5.5%,1.1,13%,-2,10,4.0%,7%,3%
CCOC(=O)N1CCC(NC(=O)CCCN2C(=O)CSc3ncccc32)CC1,i,0.7,-2%,-5.5%,1.1,8%,16,9,1.0%,11%,3%
CC(C)=CCN1CCN(CC#Cc2ccccc2)CC1CCO (stereo unspecified),i,0.6,-4%,-6.3%,1,-17%,3,5,-2.3%,-6%,-6%
O=S(=O)(c1cccs1)N1CCN(Cc2ccccc2)CC1,i,0.7,0%,-3.0%,1.1,4%,-1,-2,0.6%,4%,9%
CCOc1cc(/C=N/NC(=O)CN2CCCCC2)ccc1OCc1ccc(Cl)cc1,i,0.8,-5%,1.0%,1,10%,23,10,5.9%,20%,0%
Cc1ccc(C(=O)c2c(NC(=O)c3ccncc3)sc3c2CCCC3)cc1,i,0.5,6%,-1.5%,1,23%,34,23,-0.1%,16%,1%
CCN(CC)c1ccc(C2C(C(=O)Nc3ccccn3)=C(C)NC3=C2C(=O)CC(C)(C)C3)cc1 (stereo unspecified),i,2.4,0%,2.1%,1.1,14%,7,5,2.2%,3%,-7%
CCS(=O)(=O)N1CCN(C(=O)c2cccnc2)CC1,i,0.4,-1%,-5.5%,1,-1%,9,11,0.6%,8%,-5%
COC(=O)c1ccccc1NC(=O)Cc1ccccc1OC,i,1.0,13%,-2.0%,1.1,-6%,6,7,-0.3%,-3%,4%
O=C(NC(=S)Nc1ccc(N2CCOCC2)c(Cl)c1)c1cncc(Br)c1,i,0.6,3%,-7.5%,0.8,-2%,42,28,0.1%,0%,-17%
Cc1nn(CC(=O)Nc2nccs2)c(C)c1[N+](=O)[O-],i,0.6,33%,-10%,1.1,1%,-14,-6,-0.1%,-4%,-3%
CCC(=O)c1c[nH]c(C(=O)N2CCOCC2)c1,i,1.1,-4%,·,·,·,·,·,2.7%,·,-3%
Cc1ccc(N2C(=O)C3C4C=CC(CC4)C3C2=O)cc1Cl (stereo unspecified),i,0.2,-6%,·,·,·,·,·,0.2%,·,1%
c1ccc2c(CNCCN3CCOCC3)cccc2c1,i,0.4,0%,3.6%,1.1,0%,·,·,0.6%,-6%,0%
CC1(C)OC(=O)C(=CNNc2c(Cl)cc(Cl)cc2Cl)C(=O)O1,i,0.6,1%,·,·,·,·,·,4.0%,·,-6%
Cc1ccc(-c2cc(-c3ccc(F)cc3)c(C#N)c(N)n2)o1,+,1.0*,9%,-2.6%,1,-50%,0,-22,4.9%,-22%,6%
CCN(Cc1ccncc1)C(=S)Nc1ccc(Cl)cc1,i,0.7,4%,-5.6%,1.1,6%,8,5,4.5%,3%,-3%
Cc1nnc(SCc2cc(=O)[nH]c(Nc3nc(C)c4cc(C)c(C)cc4n3)n2)s1,i,1.3,-5%,-7.0%,1.3,-4%,8,2,-0.9%,-4%,2%
COc1cccc(C(=O)N/N=c2\sc3ccccc3n2C)c1,i,0.6,-3%,-5.9%,1.9,1%,7,5,2.4%,10%,7%
Cc1ccc2c(c1)N(CC(=O)NCC1CCCO1)C(=O)CO2 (stereo unspecified),i,6.2,6%,·,·,·,·,·,0.4%,·,-2%
CC(NS(=O)(=O)/C=C/c1ccccc1)C(=O)NCCc1ccc(S(N)(=O)=O)cc1 (stereo unspecified),i,0.2,0%,-4.0%,0.7,6%,-4,-2,0.9%,-1%,-4%
Nc1cc(C(=O)O)ccc1N1CCCCC1,·,·,6%,2.5%,1.1,33%,-3,-2,1.0%,4%,-10%
CC(C)N1CCN(Cc2cccn2-c2cccnc2)CC1CCO (stereo unspecified),i,0.2,0%,-23%,1.1,·,2,2,1.2%,·,-10%
Nc1ccc(N2CCN(c3cccc(Cl)c3)CC2)cc1,i,0.8,-7%,-3.9%,1,10%,29,36,0.0%,2%,6%

# One compound at a time (already shown).
# CCOc1cc(/C=N/NC(=O)CN2CCCCC2)ccc1OCc1ccc(Cl)cc1 is entered as Myeloid diff 2 = i; Myeloid diff 2 GFP+ MAC1+ % = 0.8; Siah-1 displacement = -5%; XIAP displacement = 1.0%; TNAP activators = 1; human PMI inhibitors = 10%; WT yeast gro inh = 23; WT yeast gro inh mutant strain = 10; RSV antiviral HEp-2 = 5.9%; human PMI inhibition = 20%; Salmonella PhoP GFP = 0%
# O=[N+]([O-])c1cccc(-c2ccn[nH]2)c1 is entered as Myeloid diff 2 = i; Myeloid diff 2 GFP+ MAC1+ % = 0.4; Siah-1 displacement = 2%; XIAP displacement = ·; TNAP activators = ·; human PMI inhibitors = ·; WT yeast gro inh = ·; WT yeast gro inh mutant strain = ·; RSV antiviral HEp-2 = 0.8%; human PMI inhibition = ·; Salmonella PhoP GFP = -4%

# Further entries:
SMILES,Myeloid diff 2,Myeloid diff 2 GFP+ MAC1+ %,Siah-1 displacement,XIAP displacement,TNAP activators,human PMI inhibitors,WT yeast gro inh,WT yeast gro inh mutant strain,RSV antiviral HEp-2,human PMI inhibition,Salmonella PhoP GFP
N=c1c(-c2nc3ccccc3[nH]2)cc(C(=O)c2ccco2)nn1-c1ccccc1,i,1.0,-20%,-2.3%,0.9,2%,-6,-20,3.2%,-1%,-8%
CSc1ncccc1C(=O)OCC(=O)NC1CCS(=O)(=O)C1 (stereo unspecified),i,0.7,4%,-1.9%,1.2,-8%,-11,-6,2.6%,-13%,-1%
CC1=CCC2C(=O)N(c3nc4ccccc4n3C)C(=O)C2C1 (stereo unspecified),i,0.3,7%,-2.1%,1.1,6%,9,16,-1.9%,1%,-8%
CCCC(OC(=O)CC1Sc2ccccc2NC1=O)C(=O)NCc1ccco1 (stereo unspecified),i,1.1,-5%,-1.3%,1,-21%,-1,-2,3.0%,-11%,1%
COCCn1c(SCC(=O)N2CCOCC2)nnc1-c1ccco1,i,1.3,5%,·,·,·,·,·,2.0%,·,0%
Cc1nc2scc(-c3cccs3)c2c(=O)n1N,i,0.1,14%,-5.1%,1,11%,1,6,2.6%,7%,8%
COc1cc(/C=N\NC(=O)c2ccc(=O)[nH]n2)cc(OC)c1OC,i,0.3,-1%,-4.0%,1.1,5%,-2,-3,1.1%,2%,-7%
CCOC(=O)c1c(NC(=S)Nc2ccccc2)sc(C)c1C,i,9.4,-1%,-1.3%,1,-9%,-5,-15,-1.2%,0%,14%
O=C(c1ccccc1F)N1CCN(c2cccc(C(F)(F)F)c2)CC1,i,0.4,2%,2.3%,1.1,3%,20,15,13%,4%,-18%
COC(=O)c1c(NC(=O)c2ccccc2N(C)S(=O)(=O)c2ccccc2)sc2c1CCCC2,+,6.0*,-3%,-4.3%,1.1,7%,14,-18,·,3%,-1%
O=C(Nc1ncccc1Cl)c1ccccc1F,i,1.0,-3%,-5.3%,1.1,9%,-24,-12,?,5%,-8%
CCCC(C1=C(O)CC(C)(C)CC1=O)C1C(=O)CC(C)(C)CC1=O (stereo unspecified),i,0.4,-1%,-5.9%,1,-61%,10,9,2.6%,-38%,3%
